Screening data as filed in PubChem BioAssay.
A3A deaminase: inhibitors of human APOBEC3A DNA deaminase; recombinant A3A, FAM/TAMRA ssDNA deamination fluorescence; 0.41% of 330,000 active; inhibition, % at 20 µM; P31941;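 active = at least 40% inhibition at 20 µM here, with at most 30% in a related deaminase screen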;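 also: plate controls were A3A with DMSO for no effect and wells lacking A3A enzyme for full effect; some results filed as inactive read as strong as hits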
Target sequence (P31941 whole entry, looked up): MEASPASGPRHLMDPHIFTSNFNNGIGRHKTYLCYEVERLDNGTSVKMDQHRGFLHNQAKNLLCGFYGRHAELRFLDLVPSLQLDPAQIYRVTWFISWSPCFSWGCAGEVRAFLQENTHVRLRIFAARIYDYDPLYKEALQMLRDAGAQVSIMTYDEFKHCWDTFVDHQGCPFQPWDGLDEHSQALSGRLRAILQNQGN
GRIN3A LBD mod: modulators (binders) of human NR3A ligand-binding domain; NR3A LBD differential scanning fluorimetry, Tm shift; 0% = protein alone, 100% = glycine-bound protein; Tm shift relative to glycine control, % at 25 µM; 2.5% of 340,000 active; AID 1259313;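 active = melting temperature shift of at least 10% of the positive control shift, at one fixed dose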
CCR6 antag: CCR6 (human) receptor antagonism | P51684 | CHO-K1 CCR6 PathHunter beta-arrestin, luminescence, CCL20-stimulated | inhibition, % at 20 µM | 0.49% of 340,000 active;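 active = compounds whose inhibition of the agonist-driven luminescence signal at 20 µM reaches about 50%, limit read from the data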;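 also: cells stimulated with CCL20 at 14 nM final; plate controls were DMSO with CCL20 for no effect and DMSO without agonist for full effect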
Target sequence (P51684 whole entry, looked up): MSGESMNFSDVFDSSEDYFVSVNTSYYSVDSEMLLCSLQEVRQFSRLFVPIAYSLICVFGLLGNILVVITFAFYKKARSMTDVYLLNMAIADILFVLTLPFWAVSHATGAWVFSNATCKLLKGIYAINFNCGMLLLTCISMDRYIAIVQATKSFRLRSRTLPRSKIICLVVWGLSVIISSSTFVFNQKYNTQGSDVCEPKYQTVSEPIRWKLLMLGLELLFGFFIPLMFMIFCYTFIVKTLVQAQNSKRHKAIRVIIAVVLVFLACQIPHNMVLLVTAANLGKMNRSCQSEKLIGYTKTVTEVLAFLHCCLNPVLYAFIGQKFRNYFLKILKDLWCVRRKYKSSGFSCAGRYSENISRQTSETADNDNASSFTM
CXCR6 block: inhibitors of human CXCR6 receptor; O00574; CHO-K1 PathHunter CXCR6 beta-arrestin, luminescence; inhibition, % at 20 µM; 0.36% of 360,000 active; in the data active = inhibition above about 34%, passing the limit was not always enough;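 also: antagonist mode with CXCL16 agonist at 10 nM final; 0% = 10 nM CXCL16 with DMSO and 100% = unstimulated wells without agonist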
MPTP inh: blocks calcium-induced mitochondrial swelling | isolated mouse mitochondria, Ca2+ swelling absorbance, 30 min | AID 602449 | inhibition, % at 10 µM | 1.4% of 360,000 active;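 active = inhibition of 50% or more, scaled per plate between neutral and stimulator controls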;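 also: 0% = DMSO wells given calcium and 100% = 1 mM EGTA wells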
EBI2 block: blocks human EBI2 receptor beta-arrestin signaling; inhibition, % at 5 µM; EBI2 beta-arrestin recruitment, luminescence, 7a,25-OHC stimulated; 0.81% of 360,000 active; AID 651636; in the data active = inhibition above about 38%;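 also: enzyme fragment complementation signal reports receptor beta-arrestin coupling in cells; 0% = agonist plus DMSO wells and 100% = wells without agonist; some results beyond the cut were filed as inactive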
Target sequence (P32249 whole entry, looked up, the tested form may be a part): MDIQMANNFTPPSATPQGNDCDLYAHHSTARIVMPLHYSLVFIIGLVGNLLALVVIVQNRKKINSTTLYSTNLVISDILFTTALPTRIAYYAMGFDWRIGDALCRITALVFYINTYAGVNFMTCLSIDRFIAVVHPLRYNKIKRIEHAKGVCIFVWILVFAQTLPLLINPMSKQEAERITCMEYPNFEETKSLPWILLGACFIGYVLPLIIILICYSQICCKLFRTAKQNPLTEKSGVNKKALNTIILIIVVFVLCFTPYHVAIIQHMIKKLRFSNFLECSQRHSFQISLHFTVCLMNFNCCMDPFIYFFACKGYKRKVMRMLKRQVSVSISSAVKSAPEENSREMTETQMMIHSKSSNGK
APOBEC3G inh: inhibitors of human APOBEC3G DNA deaminase. inhibition, % at 20 µM. 0.28% of 330,000 active. recombinant A3G, ssDNA deamination FAM/TAMRA fluorescence. Q9HC16;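 active = inhibition of at least 40% at 20 µM, with no more than 30% in the related APOBEC3A deaminase screen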;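 also: plate controls were DMSO wells with A3G for no effect and wells lacking A3G enzyme for full effect; some compounds called inactive have numbers as strong as hits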
Gli-Sufu block: blocks Gli-Sufu signaling in a luciferase reporter | Sufu-KO-LIGHT fibroblasts, Gli luciferase reporter luminescence | inhibition, % at 5 µM | 0.74% of 340,000 active | AID 588413;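 active = inhibition above about 55%, limit read from the data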;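 also: 0% = DMSO-treated cells and 100% = wells with medium but no cells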
Starred values were filed as active, the others as inactive; nt = not tested or not shown; & = joins results of further samples.

The line under a structure holds: Gli-Sufu block	A3A deaminase	EBI2 block	CXCR6 block	CCR6 antag	MPTP inh	APOBEC3G inh	GRIN3A LBD mod
(1) COc1ccc(NC2CCCN(C(=O)c3ccc4[nH]c(C)c(C)c4c3)C2)cc1OC (stereo not given)
 : 3	-12	-8	-2	8	-1.1	-9	-4
(2) O=C(Cc1ccsc1)NNC(=O)c1cccc(Cl)c1
 : -18	2	5	-1	4	-0.8	-4	-1
(3) O=C(Nc1cnn(Cc2c(Cl)cccc2Cl)c1)C(c1ccccc1)c1ccccc1
 : 0	3	17	11	-8	1.5	-1	-4
(4) Cn1c(N)c(C(=O)COC(=O)C2(c3cccc(F)c3)CCCC2)c(=O)n(C)c1=O
 : 99*	5	14	1	-36	-2.9	-6	-38
(5) CCCC(=O)Nc1ccc(C(=O)COC(=O)C2CC2)cc1
 : -1	-5	-3	0	6	-0.1	-7	2
(6) COc1ccc(OCCSc2nnc3sc4ccccc4n23)cc1
 : -51	8	-4	-4	7	1.0	-5	2
(7) Clc1ccc(Oc2ncnc3oc(-c4ccccc4)cc23)cc1
 : -2	0	10	4	0	-0.2	-1	-3
(8) Cc1ccc(S(=O)(=O)N(C)C)cc1[N+](=O)[O-]
 : -12	4	-5	2	9	1.7	2	0
(9) Cc1cc(C)n(CC(C)NCc2cn[nH]c2-c2cccc3ccccc23)n1 (stereo not given)
 : 15	-2	-3	-6	11	0.9	-11	-9
(10) COC(=O)c1cc(=O)n(-c2ccccc2)c(=Nc2ccccc2)s1
 : 0	-4	2	6	25	-0.7	-3	-2
(11) O=C1CC(Nc2ccccc2)C(=O)N1Cc1ccccc1 (stereo not given)
 : -1	1	7	-6	-10	0.9	8	1
(12) Cc1ccc(NC2c3ncccc3C(=O)N2Cc2cccs2)cc1 (stereo not given)
 : -6	1	0	-1	8	0.5	-5	-1
(13) Nc1nc(NCCCN2CCOCC2)nc(Nc2ccc(F)cc2)c1[N+](=O)[O-]
 : -5	1	-4	7	8	2.7	-2	3
(14) O=C(CCCN1C(=O)c2cccnc2C1=O)Nc1ccc(F)cc1Cl
 : -1	-1	4	-2	1	0.0	-5	-1
(15) C/C(=N\NC(=O)c1cccc(N/N=C(\C)c2ccccc2)c1)c1ccccc1
 : -49	nt	0	10	20	-0.7	nt	-1
(16) COC(=O)C(NC(=O)c1ccc(F)cc1)(Nc1nc(C)cs1)C(F)(F)F (stereo not given)
 : -19	9	4	-5	-1	7.7	5	0
(17) Cc1cc(NC(=O)c2ccccc2F)n(-c2nc3ccccc3[nH]2)n1
 : -4	-2	-1	11	24	1.9	-3	-4
(18) COc1ccc(N2CCN(C(=O)c3ccc(N(C)S(=O)(=O)c4ccc(OC)cc4)cc3)CC2)cc1
 : 47	1	19	-6	-2	5.6	0	0
(19) COc1ccc(/C=C/C(=O)N(Cc2ccccc2)c2ccccn2)cc1OC
 : -9	-1	-3	7	6	1.2	-5	-2
(20) Cn1c(CCNC(=O)c2ccco2)nc2cc([N+](=O)[O-])ccc21
 : -5	-3	-5	0	-4	-0.2	-5	1
(21) CCOC(=O)CSc1nnc(CNC(=O)c2cccs2)n1-c1cc(C)ccc1C
 : -3	-5	-10	1	7	0.3	-7	-1
(22) Cc1ccccc1NC(=O)c1cc(S(=O)(=O)N2CCOCC2)ccc1F
 : 3	-7	-5	6	-1	-0.9	-7	-1
(23) NC(CC(=O)OC1CCCCC1)C(=O)OC1CCCCC1 (stereo not given)
 : -12	10	-8	-10	5	-1.1	-3	0
(24) O=C(NCCc1cccnc1)C1CCC(=O)N(Cc2cccc(C(F)(F)F)c2)C1 (stereo not given)
 : -3	1	-9	-1	8	1.4	15	0
(25) CCC(=O)c1ccc(OCC(=O)N(CC)CC2COc3ccccc3O2)cc1 (stereo not given)
 : -6	-2	-3	0	15	-0.2	-3	-2
(26) COC(=O)c1c(-n2c(C)cc(C=O)c2C)sc2c1CCCC2
 : 26	-3	5	-1	32	2.7	-5	-2
(27) COc1ccccc1NS(=O)(=O)c1cc(NC(=O)c2cc(=O)[nH]c3ccccc23)ccc1N1CCOCC1
 : 9	3	3	2	1	1.1	-1	1
(28) CC(C)CN(C(=O)CN1C(=O)NC(c2ccccc2)(c2ccccc2)C1=O)C1CCS(=O)(=O)C1 (stereo not given)
 : -6	0	0	4	9	-1.2	-9	-2
(29) CN1CCCC(CN2c3ccccc3Sc3ccccc32)C1 (stereo not given)
 : 7	0	4	0	26	82*	-1	1
(30) CCCCc1nnc(SCC(=O)NC2CCCCC2)n1C
 : -15	1	-4	3	-8	-1.6	0	-3
(31) COc1ccccc1OCC(O)CN1CCN(CC(=O)Nc2c(C)cccc2C)CC1 (stereo not given)
 : 0&15	-5&-3	-3&-7	0&-3	7&-7	2.3&-2.1	-5&-5	-1&-1
(32) CCCC1=Nc2cc(C(=O)NCCCN3CCOCC3)ccc2Sc2ccccc21
 : 6	-2	-12	3	8	-2.4	-8	-3
(33) COCC1CCN(C(=O)c2cc(COc3ccc(F)cc3F)on2)C1 (stereo not given)
 : 4	1	-13	6	0	0.9	-1	2
(34) CN(Cc1ccc(F)cc1)C(=O)c1sccc1-c1ccccc1
 : 1	-2	10	-4	5	-1.2	2	2
(35) Cc1ccccc1NC(=O)Cc1nc(COC(=O)c2ncc(Cl)c(Cl)c2Cl)cs1
 : -6	nt	3	-14	-17	-0.9	nt	-2
(36) O=C(Nc1ccc(Cl)cc1Cl)C1CCCO1 (stereo not given)
 : -18	-7	-8	1	-15	-0.3	-7	4
(37) O=C(NCc1cccnc1)c1nc(-c2ccccc2)n(-c2ccccc2)n1
 : 1	7	2	5	0	-0.8	8	-1
(38) O=C1CCCCC1Oc1ccc2ccc(=O)oc2c1 (stereo not given)
 : 2	1	-7	-14	6	3.3	2	-2
(39) COc1cc2c(cc1OC)C(COc1ccccc1OC)N(C(=O)C(C)C)CC2 (stereo not given)
 : 3	0	7	2	8	0.5	-1	-7
(40) Cc1nc2cc(-c3cccc(F)c3)nn2c(N2CCN(C(=O)c3ccco3)CC2)c1C
 : -19	-2	26	11	-2	-0.1	-5	-8
(41) Cc1cc(NC(=O)CCN2CCN(C/C=C/c3ccccc3)CC2)ccc1Br
 : -5	-7	8	-12	1	10	-3	-2
(42) Cc1ccc2cc(COC(=O)c3ccco3)c(=O)[nH]c2c1
 : -15	3	-8	6	-17	-8.2	-2	-1
(43) O=C(CSc1n[nH]c(-c2cccs2)n1)NC1CCS(=O)(=O)C1 (stereo not given)
 : 37	20	6	1	7	-1.3	-1	-1
(44) CC[n+]1c(/C=C2/C=C(C)CC(C)C2)sc2ccccc21 (stereo not given)
 : 30	12	-28	-1	6	5.7	17	0
(45) O=C(COC(=O)c1cccnc1Cl)NC(=O)c1ccc(OC(F)F)cc1
 : 3	-3	-12	3	-2	0.3	-8	2
(46) COc1ccc(C(=O)OCc2nc(N)nc(Nc3ccccc3C)n2)cc1OC
 : 14	-2	4	5	-3	1.6	1	-3
(47) COc1ccc(CCn2c(-n3nc(C)cc3C)nc3c2c(=O)[nH]c(=O)n3C)cc1
 : 8	0	6	2	-22	-0.7	-3	-3
(48) Cc1ccc(NC(=S)NCc2ccc(F)cc2)cc1
 : 0	-3	-6	3	2	18	-11	-5
(49) CCN(CC)S(=O)(=O)c1ccc(N2CCOCC2)c(NC(=O)C2CCCO2)c1 (stereo not given)
 : 8	-5	-4	6	4	0.5	3	1
(50) Cc1noc(C)c1S(=O)(=O)N1CCCC(C(=O)NCc2ccccn2)C1 (stereo not given)
 : -1	3	-7	-9	-19	2.9	49*	3
(51) CCOc1ccc(-n2nnc3c(=O)n(CC(=O)Nc4cc(C)on4)cnc32)cc1
 : 7	5	-14	5	5	1.7	-1	1
(52) Cc1cccn2cc(-c3ccc(F)cc3)cc12
 : 5	17	2	-14	23	0.3	-2	-1
(53) CCCCCc1nnc(NS(C)(=O)=O)s1
 : -7	3	-10	-8	-13	1.1	-2	-1
(54) Cc1ccc(C(=O)C[n+]2ccc(Cc3ccccc3)cc2)cc1
 : -16	4	-6	2	11	4.0	-3	0
(55) COc1ccc(/C=C/C(=O)OCC(=O)NCCCc2ccccc2)cc1OC
 : 7	-5	-5	2	4	-0.4	-6	-2
(56) O=C1c2nc3cc(-c4ccccc4)[nH]n3c(=O)c2CN1Cc1ccccc1
 : 9	10	nt	nt	2	nt	2	0
(57) Cc1cc(N2CCCC2)ccc1NC(=O)COc1ccccc1
 : 9	-1	-14	-18	10	-0.5	-8	-1
(58) Cc1ccc(-c2nnc(N3CCOCC3)c3ccccc23)cc1S(=O)(=O)NCc1cccnc1
 : 7	-6	7	-1	9	-0.2	2	2
(59) CCOC(=O)c1ccc(N2CSC3=C(C#N)C(c4cccs4)CC(=O)N3C2)cc1 (stereo not given)
 : 7	-3	-2	4	24	-0.2	-5	-5
(60) Cc1ccc(C)c(NC(=O)C2CCCN(c3cnccn3)C2)c1 (stereo not given)
 : 0	-2	5	-4	2	-0.9	-3	1

(further entries)
The line under a structure holds: Gli-Sufu block	A3A deaminase	EBI2 block	CXCR6 block	CCR6 antag	MPTP inh	APOBEC3G inh	GRIN3A LBD mod
(61) O=C(COC(=O)c1cc2ccccc2o1)c1ccccc1
 : 0	-7	-1	5	5	-3.5	-8	2
(62) O=C(NCCc1ccccn1)C1CCN(S(=O)(=O)c2ccc(Cl)cc2)CC1
 : 2	-8	-8	-2	-7	1.3	-4	-1
(63) COc1cccc(/C=C/C(=O)NNC(=O)c2ccccc2)c1OC
 : -54	3	-2	2	4	-2.5	0	0
(64) O=C(N/C=C/c1ccc(Cl)cc1)NCc1ccc(Cl)cc1
 : 1	-6	3	2	16	2.3	-6	0
(65) O=C(Nc1ccccc1)[C@@H]1[C@@H]2C(=O)N(c3ccc(F)cc3)C(=O)[C@@H]2[C@H]2C=CC=NN21
 : 9	-1	4	-1	3	0.4	12	-1
(66) CCOC(=O)CNC(=O)c1ccccc1Br
 : -3	-2	2	-12	-8	-2.1	-5	1
(67) O=C(C1=C(O)C(=O)N(CCc2ccccc2)C1c1ccncc1)c1cc2ccccc2o1 (stereo not given)
 : -1	-4	-1	-4	4	-0.3	-6	-1
(68) Cc1cccc(NC(=O)CC23CC4CC(C2)CC(n2nnc(C)n2)(C4)C3)c1
 : -9	1	2	3	13	1.5	-1	5
(69) CNC(=S)NNC(=O)c1ccccc1Br
 : 1	-7	-6	2	12	-0.4	-12	0
(70) CC(=O)Nc1ccc2c(c1)Cc1c(F)cccc1-2
 : nt	nt	-5	-8	-7	-1.5	nt	-12

Of the compounds above, 2 have a CF3 group.
The line under a structure holds: Gli-Sufu block	A3A deaminase	EBI2 block	CXCR6 block	CCR6 antag	MPTP inh	APOBEC3G inh	GRIN3A LBD mod
(16) COC(=O)C(NC(=O)c1ccc(F)cc1)(Nc1nc(C)cs1)C(F)(F)F (stereo not given)
 : -19	9	4	-5	-1	7.7	5	0
(24) O=C(NCCc1cccnc1)C1CCC(=O)N(Cc2cccc(C(F)(F)F)c2)C1 (stereo not given)
 : -3	1	-9	-1	8	1.4	15	0
